# USP1-UAF1 inh = USP1/UAF1 (human) deubiquitinase inhibition | recombinant USP1/UAF1, Ub-Rhodamine cleavage fluorescence | Potency, µM (doses to about 57.1 µM), without a hit: at the top dose activity change, negative = inhibition, most hits filed as inhibitors | 390,000 tested, 0.23% active | AID 743255; further: potency means the concentration at half of the fitted maximal effect; on the % scale 0 is the no-effect control and ±100 the full control effect; nearly all actives have a fitted effect of over 60% in size; inactives centre near -12
#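 USP1/UAF1 complex (1 nM) preincubated 15 min at room temperature with compound, then Ub-Rho substrate (150 nM final) added. Kinetic fluorescence at 480/540 nm over 6 reads at 60 s intervals; 50 mM HEPES pH 7.8, 0.5 mM EDTA, 0.1 mg/ml BSA, 1 mM TCEP, 0.01% Tween-20.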
# rTrxR1 inhibitor = rat TrxR1 inhibition; recombinant rTrxR1, NADPH fluorescence consumption, selenite substrate; Potency, µM (series often up to 114 µM), inactives show top-dose activity change, negative = inhibition, most hits filed as inhibitors; 390,000 tested, 1% active; AID 588453; further: potency means the concentration at half of the fitted maximal effect; on the % scale 0 is the no-effect control and ±100 the full control effect; nearly all actives have a fitted effect of over 65% in size
#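 Rat TrxR1 (90 nM in the dispensed reagent) was pre-reduced with 400 uM NADPH for 5 min at room temperature, then incubated with compound for 15 min. After 400 uM selenite was added, NADPH fluorescence (Ex 340/Em 450 nm) was followed for 8 min.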
# IDH1 R132H inh = inhibitors of human mutant IDH1 R132H. IDH1-R132H enzyme, NADPH consumption, diaphorase/resazurin fluorescence. Potency, µM (highest dose often 76.6 µM), without a hit: at the top dose activity change, negative = inhibition, most hits filed as inhibitors. 390,000 tested, 0.093% active; further: potency means the concentration at half of the fitted maximal effect; on the % scale 0 is the no-effect control and ±100 the full control effect; nearly all actives have a fitted effect of over 65% in size
#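 IDH1-R132H (0.5 ug/mL) preincubated 30 min with compound, then NADPH (0.016 mM) and alpha-KG (2 mM) added; 80 min at RT, pH 7.5. Remaining NADPH coupled via diaphorase/resazurin to fluorescence (540/590 nm); concentration-response curves normalized to no-enzyme control.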
# TrxR1 substrate = rat thioredoxin reductase 1 substrate activity. O89049. purified TrxR1 substrate turnover, NADPH consumption readout. Potency, µM (doses to about 114 µM), without a hit: top-dose activity change, negative = substrate turnover. 390,000 tested, 0.01% active. AID 588456; further: potency means the concentration at half of the fitted maximal effect; on the % scale 0 is the no-effect control and ±100 the full control effect; nearly all actives have a fitted effect of over 50% in size
#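 Rat TrxR1, dispensed at 90 nM, was prereduced with 400 uM NADPH (final) for 5 min at ~22 deg C, then incubated with compound 15 min before 400 uM selenite. A first-read NADPH fluorescence drop versus no-compound background flagged substrates.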
# TRHR ag = TRH receptor (human) agonism. P34981. activation, % at 2 µM. TRHR cells, calcium flux fluo-8, FDSS agonist mode. 360,000 tested, 0.18% active; in the data active means activation above about 30%; further: 0% is about no effect
# Target sequence (P34981 whole entry, looked up): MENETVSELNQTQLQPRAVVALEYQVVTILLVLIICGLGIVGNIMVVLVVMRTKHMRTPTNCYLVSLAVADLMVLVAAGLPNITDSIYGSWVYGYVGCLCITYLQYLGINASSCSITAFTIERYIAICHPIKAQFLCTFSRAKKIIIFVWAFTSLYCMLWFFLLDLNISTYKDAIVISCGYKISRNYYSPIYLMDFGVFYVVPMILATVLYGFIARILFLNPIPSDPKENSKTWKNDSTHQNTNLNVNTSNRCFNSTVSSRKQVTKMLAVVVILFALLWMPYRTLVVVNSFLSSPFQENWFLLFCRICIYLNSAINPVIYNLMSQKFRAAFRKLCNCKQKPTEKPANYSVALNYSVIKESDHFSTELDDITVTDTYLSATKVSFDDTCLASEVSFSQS
#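 In this calcium-flux screen, cells bearing human TRHR are dye-loaded with fluo-8, baselined for 10 cycles, then exposed to library compounds; positive kinetic calcium responses during the agonist phase mark hits, with TRH as control.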
# D2 agonist = agonists of human D2 dopamine receptor | P14416 | AID 485358 | activation, % at 2 µM | 340,000 tested, 0.53% active | HEK293 T-REx D2 cells, calcium flux agonist mode;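 active means activation over 3 SD above normal in the single-dose calcium agonist read, cut at about 30% in these data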; further: 0% is about no effect
# Target sequence (P14416 whole entry, looked up): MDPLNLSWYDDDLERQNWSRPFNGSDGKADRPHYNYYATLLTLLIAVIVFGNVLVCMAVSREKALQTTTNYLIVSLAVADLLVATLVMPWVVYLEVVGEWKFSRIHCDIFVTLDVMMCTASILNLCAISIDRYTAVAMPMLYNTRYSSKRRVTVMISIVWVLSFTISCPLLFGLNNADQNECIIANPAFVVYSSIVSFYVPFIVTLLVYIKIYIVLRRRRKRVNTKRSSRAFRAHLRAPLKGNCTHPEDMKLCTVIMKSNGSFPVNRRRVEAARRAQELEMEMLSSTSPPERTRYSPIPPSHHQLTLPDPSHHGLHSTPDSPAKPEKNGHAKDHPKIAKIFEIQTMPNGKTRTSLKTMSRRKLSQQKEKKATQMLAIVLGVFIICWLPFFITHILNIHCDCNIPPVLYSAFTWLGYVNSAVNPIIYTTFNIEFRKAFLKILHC
#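 Tetracycline-induced HEK293 T-REx cells with force-coupled D2 receptor, plated overnight at 30 C, loaded with no-wash calcium dye. After a 10 s baseline, compound was pin-added and calcium flux read kinetically for 180 s; calcium rises flagged agonists.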
# D2 antag = antagonists of human D2 dopamine receptor. P14416. HEK293 TREx D2 cells, calcium flux, dopamine EC80. inhibition, % at 10 µM. 340,000 tested, 2% active. AID 485344; in the data active means inhibition above about 30%; further: 0% is about no effect
#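 HEK293 T-REx D2 cells, tet-induced, calcium dye no-wash. Cpd pintool add, 180 s kinetic, then EC80 DA, 180 s kinetic. Ca flux read.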
# Pin1 inhibitor = inhibitors of human Pin1. AID 504891. 390,000 tested, 0.009% active. Pin1 FP peptide displacement, HiFluor488, 10 min. Q13526. Potency, µM (titrated, usually from 115 µM), without a hit: at the top dose activity, negative = inhibition, hits mostly inhibitors; active means well fitted inhibition curve with a large enough effect in the polarisation, with a control signal flat, not every such curve was filed as active; inconclusive means small, poorly fitted or top-dose-only effect, or effect the other way, or a change in a side signal; inactive means no such curve, though single readings can be large or run the other way; the % refers to the polarisation; further: potency means the concentration at half of the fitted maximal effect; on the % scale 0 is the no-effect control and ±100 the full control effect
# Target sequence (Q13526 whole entry, looked up): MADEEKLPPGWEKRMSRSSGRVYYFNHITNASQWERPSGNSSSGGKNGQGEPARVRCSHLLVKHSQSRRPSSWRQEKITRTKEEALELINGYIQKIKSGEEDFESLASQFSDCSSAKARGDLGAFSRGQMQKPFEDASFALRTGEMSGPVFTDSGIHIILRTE
# TRHR enhancer = allosterically enhances the human TRH receptor; P34981; TRHR cells, fluo-8 calcium fluorescence, EC20 TRH enhancement; enhancement, % at 2 µM; 360,000 tested, 0.66% active; in the data active means enhancement above about 30%; further: 0% is about no effect
#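 TRHR-expressing cells loaded with fluo-8 calcium dye were read kinetically (ex 480/em 530) during compound addition, then stimulated with an EC20 of TRH (10 nM final). Enhancement of the Gq-mediated intracellular calcium response was scored.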
# Active calls of the source: *; ? = inconclusive; · = no result given; [ ] = dose if it differs, or a comment. Unless noted, the call rests on the fitted dose curve; in most records, active means well fitted inhibition curve with a large enough effect; inconclusive means small, poorly fitted or top-dose-only effect; inactive means no such curve, though single readings can be large or run the other way.
# Each structure is followed by: USP1-UAF1 inh	rTrxR1 inhibitor	IDH1 R132H inh	TrxR1 substrate	TRHR ag	D2 agonist	D2 antag	Pin1 inhibitor	TRHR enhancer
> CCCNC(=O)N1[C@H]2CC[C@@H]1C(C(=O)OC)=C(c1cccc(OC)c1OC)C2
    21%	15%	9%	-3%	·	·	·	-8%	·
> CC[C@@H](O)C[C@H]1CCC[C@@]2(C[C@@H]3OC(=O)/C=C/[C@@](C)(O)[C@@H](O)[C@H](C)[C@@H](O)[C@H](OC4CCC(N(C)C)C(C)O4)[C@@H](O)[C@](C)(O)CCCCC/C=C/[C@@H]4CC(C)(C)O[C@@]4(O)C[C@H](O2)[C@H]3C)O1 (stereo not given in full)
    -18%	4%[11.4 µM]	4%	8%[57.1 µM]	·	·	·	-1%	·
> CCc1cc(=O)oc2c(C)c(OCC(=O)N3C[C@H]4C[C@@H](C3)c3cccc(=O)n3C4)ccc12
    6%	2%	12%	8%	0.0	0.0	-5	5%	-6
> O=C1NC(=O)[C@]2(Cc3ccccc3N3CCN(c4ccccc4)CC32)C(=O)N1Cc1ccccc1 (stereo not given in full)
    -16%	?	14%	-14%	-0.3	35*	40*	3%	-2
> COC(=O)C1=C(c2ccc(S(C)(=O)=O)cc2)C[C@@H]2CC[C@H]1N2C(=O)NCCCOC(C)C
    -10%	34%[57.1 µM]	20%	9%	·	·	·	-2%	·
> COCCN(Cc1ccccc1)P(=O)(O)c1ccccc1OCC(=O)O
    -9%	-10%	3%	-10%	0.0	0.0	-19	?	2
> O=c1c2ccccc2nc(-c2ccccc2)n1-c1ccncc1
    -4%	13%	-9%	2%	0.1	0.8	-17	1%	-1
> CN(C)C1=C(C#N)C(c2ccccc2)=NP(N(C)C)(N(C)C)=N1
    -4%	9%	2%	-2%	0.2	-0.2	2	-6%	-4
> O=[N+]([O-])c1ccccc1CNCCc1ccc(F)cc1
    8%	18%	2%	5%	-0.5	-0.9	-3	1%	-8
> CCN1CCN(CC(c2ccccc2)c2ccccc2)CC1
    -18%	12%[57.1 µM]	-1%	7%[57.1 µM]	-0.5	-0.4	-20	-11%	-2
> CCOc1ccc(CN2C(=O)c3ccccc3Sc3ccc(C(=O)N4CCC5(CC4)OCCO5)cc32)cc1
    -30%	18%	-3%	-7%	0.4	0.4	·	19%	17
> O=c1[nH]c(=O)n(Cc2ccccc2)c(O)c1/C=C1\C=Nc2ccccc21
    ?	-9%	2%	-9%	1.2	0.9	-15	?	4
> CC1=C2C(=O)C3C(CC=C4CC(OC5OC(O)C(O)C(O)C5CO)CCC43C)C2CCC12OC1CC(C)CNC1C2C (stereo not given)
    -3%	26%	0%	6%	-0.1	·	·	-7%	-10
> N#C[C@H](O[C@@H]1O[C@H](CO[C@@H]2O[C@H](CO)[C@@H](O)[C@H](O)[C@H]2O)[C@@H](O)[C@H](O)[C@H]1O)c1ccccc1
    -22%	3%	16%	4%	·	·	·	0%	·
> CC(=O)NC1=C(N2CC2C)C(=O)C(NC(C)=O)=C(N2CC2C)C1=O (stereo not given)
    ?	33%[activator][57.1 µM]	10%	-9%	·	·	·	-2%	·
> Cn1c(O)c(C(=NCCN2CCCCC2)c2ccccc2Cl)c(=O)n(C)c1=O
    3%	-21%	9%	-7%	-0.1	-1.8	-7	-13%	7
> O=C(Cc1ccccc1)N1CCN(C/C=C/c2ccccc2)CC1
    -8%	-26%	1%	-7%	-0.3	3.0	-3	2%	-5
> COc1ccc(-c2cc(-c3ccccc3)[n+](C)c(-c3ccccc3)c2)cc1
    -14%	-9%[57.1 µM]	2%	-6%[57.1 µM]	0.1	1.6	-2	-3%	3
> Cc1ccc(/C=C2\C(=O)NC(=S)N(c3ccc(F)cc3)C2=O)o1
    ?	?	-6%	1%	1.8	-0.6	4	?	13
> O=c1[nH]c(=O)n(C2CCCCC2)c(O)c1C=NCCCn1ccnc1
    -3%	-13%	3%	-10%	1.2	-1.3	-2	15%	-1
> COC(=O)C(O)(c1ccc(N(C)C(=O)c2cccs2)cc1)C(F)(F)F (stereo not given)
    -14%	26%[57.1 µM]	-1%	5%[57.1 µM]	-0.1	0.5	-1	4%	-8
> N#CC1=C(N)Oc2n[nH]c(-c3cccs3)c2C1c1ccsc1 (stereo not given)
    -21%	?	7%	-2%	-0.4	-0.2	13	1%	11
> Clc1cccc(C2NCCc3[nH]cnc32)c1 (stereo not given)
    -18%	-9%	1%	10%[57.1 µM]	·	·	·	-8%	·
> Cc1cccc(OP(N)(N)=O)c1C
    -5%	1%[57.1 µM]	7%	6%[57.1 µM]	0.4	-0.3	15	-1%	0
> COc1ccc(CCn2c(O)c(C=NCCCn3ccnc3)c(=O)[nH]c2=O)cc1OC
    -16%	22%	2%	5%[0.457 µM]	1.2	-2.8	-14	5%	5
> COC(=O)Cn1cc(/C=C2\C(=O)NC(=O)N(c3ccccc3)C2=O)c2ccccc21
    -3%	-24%	-2%	-13%	0.6	·	·	?	-10
> Brc1ccc(CN2CCNCC2)s1
    -22%	-68%	2%	20%[57.1 µM]	0.4	0.5	2	-6%	17
> COc1cc(CC2(CCc3ccncc3)C(=O)N(C)C(=O)N(C)C2=O)cc(OC)c1OC
    -12%	12%	1%	3%	0.2	-0.3	3	2%	-7
> N#Cc1c(N2CCNCC2)nc(-c2ccco2)c2c1CCCC2
    -20%	16%	-5%	5%	0.4	0.5	2	-11%	1
> O=C(O)C1=CC2c3ccccc3C1c1ccccc12
    -32%	14%[57.1 µM]	1%	-5%[57.1 µM]	0.6	0.4	-6	-6%	5

# Exported field by field: part of the list above
mol: Clc1cccc(C2NCCc3[nH]cnc32)c1 (stereo not given)
  USP1-UAF1 inh: -18%
  rTrxR1 inhibitor: -9%
  IDH1 R132H inh: 1%
  TrxR1 substrate: 10%[57.1 µM]
  TRHR ag: ·
  D2 agonist: ·
  D2 antag: ·
  Pin1 inhibitor: -8%
  TRHR enhancer: ·

mol: Cc1cccc(OP(N)(N)=O)c1C
  USP1-UAF1 inh: -5%
  rTrxR1 inhibitor: 1%[57.1 µM]
  IDH1 R132H inh: 7%
  TrxR1 substrate: 6%[57.1 µM]
  TRHR ag: 0.4
  D2 agonist: -0.3
  D2 antag: 15
  Pin1 inhibitor: -1%
  TRHR enhancer: 0

mol: COc1ccc(CCn2c(O)c(C=NCCCn3ccnc3)c(=O)[nH]c2=O)cc1OC
  USP1-UAF1 inh: -16%
  rTrxR1 inhibitor: 22%
  IDH1 R132H inh: 2%
  TrxR1 substrate: 5%[0.457 µM]
  TRHR ag: 1.2
  D2 agonist: -2.8
  D2 antag: -14
  Pin1 inhibitor: 5%
  TRHR enhancer: 5

# (list continues)
# Each structure is followed by: USP1-UAF1 inh	rTrxR1 inhibitor	IDH1 R132H inh	TrxR1 substrate	TRHR ag	D2 agonist	D2 antag	Pin1 inhibitor	TRHR enhancer
> O=c1ccc2cc(O[C@@H]3O[C@@H](CO)[C@H](O)[C@@H](O)[C@@H]3O)c(O)cc2o1
    -9%	?	0%	·	-0.1	0.8	-2	0%	-21
> Cc1nc2ccc(Br)cc2c(=O)n1-c1ccc([N+](=O)[O-])c(C(F)(F)F)c1
    -7%	3%	-6%	-8%	1.1	-0.2	0	3%	6
> O=C1NC(=O)N(Cc2ccco2)C(=O)/C1=C/c1cccn1CCOc1ccccc1Cl
    -17%	?	-10%	1%	-0.9	-1.0	-13	33%[activator]	0
> CC(C)CCOP(N)(=O)Oc1ccccc1Cl (stereo not given)
    -25%	18%[57.1 µM]	3%	-6%[57.1 µM]	0.0	·	·	3%	-11
> CN(CCc1ccccc1)Cc1ccccc1[N+](=O)[O-]
    -17%	5%	4%	-3%	0.9	5.2	-14	-2%	-2
> Cn1c(O)c(Cc2ccc(OCc3ccccc3)cc2)c(=O)n(C)c1=O
    -14%	-5%	7%	1%	0.4	0.5	-4	-1%	-1
> Cc1cc(OCC(=O)N2C[C@H]3C[C@@H](C2)c2cccc(=O)n2C3)c2c(C)c(C)c(=O)oc2c1
    -27%	-5%	2%	54%[activator]	0.4	0.7	-6	1%	1
> COc1cc(C(=O)Nc2ccc(Br)cc2C(=O)c2ccccc2)cc(OC)c1OC
    -12%	-2%	6%	-5%	0.3	0.9	-8	-5%	-2
> COC(=O)C1=Nc2ccccc2/C1=C\c1c(O)n(C)c(=O)n(C)c1=O
    -22%	?	-5%	-4%	0.8	0.2	9	25%	-3
> C/C(=N\NC(=O)c1ccccc1Cl)c1c(O)n(C2CCCCC2)c(=O)[nH]c1=O
    -23%	-18%	2%	-16%	-0.5	0.1	-13	0%	-9
> Cc1nccc2c1[nH]c1ccccc12
    -14%	85%[activator][57.1 µM]	11%	377%[activator][57.1 µM]	1.0	0.7	-12	0%	10
> CCCCn1c(NS(=O)(=O)c2ccc(C)cc2)c(C(=O)OCC)c2nc3ccccc3nc21
    ?	-10%	0%	68%[activator]	0.0	0.4	4	83%[activator]	1
> CC1=CC(=C2C(=O)NC(=S)NC2=O)C=C(C(F)(F)F)N1CCc1ccccc1
    ·	·	·	·	0.9	2.1	-3	·	4
> COc1ccc(C(=O)NC(=S)N2C[C@H]3C[C@H](C2)c2cccc(=O)n2C3)cc1OC
    -24%	?	1%	6%	0.3	0.7	25	8%	2
> Cn1c(O)c(C=Nc2cccc(C(F)(F)F)c2)c(=O)n(C)c1=O
    -12%	-8%	-4%	-10%	0.8	0.6	5	1%	-15
> COc1cc(C=C2C(=O)NC(=O)NC2=O)ccc1O
    -3%	?	3%	1%[57.1 µM]	1.0	0.3	16	?	11
> CCCn1c(C(=O)c2ccccc2OC)nc2ccccc21
    -18%	1%	-3%	-2%	-0.9	-0.6	-10	-1%	-1
> CC(C)[N+](C)(CCC(C(N)=O)(c1ccccc1)c1ccccc1)C(C)C
    -16%	2%	9%	11%	-0.2	-1.3	-19	-3%	-9

# Screening data from PubChem.

# A portion of the library; rates above refer to the full screens.
